# p53 reactivation = re-activators of mutant p53. H1299 p53-A138V BP100-luciferase reporter, luminescence, 24 h. Potency, µM (doses to about 92.2 µM), for the others: top-dose activity change, positive = activation, most hits filed as activators. actives 0.063% (n = 320,000). AID 504706; note: potency is the fitted concentration of half-maximal effect; % of control where 0% means no effect; nearly all actives have a fitted effect of over 45% in size
#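 H1299 (p53-null), stable ts p53-A138V + BP100-Luc; 1000 cells/well, Opti-MEM/10% FBS; cpd 4 pt, 1:5; 24 h, 37 deg C, 5% CO2; detection reagent 10 min RT; luminescence.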
# ELG1 DNA repair = ELG1-dependent DNA repair inhibition; AID 504467; actives 2.3% (n = 330,000); Potency, µM (top dose mostly 46.1 µM), for inactives: at the highest dose activity change, negative = inhibition, hits mostly inhibitors; HEK293T ELG1-luciferase reporter, luminescence, 16 h; DNA damage induced by 5-fluorouridine; note: potency is the fitted concentration of half-maximal effect; % is set by controls: 0 for no effect and ±100 for the full control effect; nearly all actives have a fitted effect of over 55% in size
#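 Reporter activity after DNA damage by 5-fluorouridine is monitored. Compound-treated cells incubate 16 hr at 37 °C, then ONE-Glo is added for 30 min before luminescence reading.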
# TRPV1 ag = activates the human vanilloid receptor TRPV1. actives 0.19% (n = 320,000). TRPV1-expressing cells, Fluo-8 calcium influx, agonist mode. activation, % at 8.33 µM. AID 540275; in the data active = activation above about 80%; inconclusive = between about 30% and that limit; note: 0% is about no effect
#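 Cells expressing TRPV1 were dye-loaded with Fluo-8 and read kinetically: 10 s baseline, 3 min after compound (agonist portion), then 2 min after EC20 capsaicin (allosteric enhancer portion). Calcium-bound dye fluorescence at 480/520 nm.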
# RORgamma inh = inhibitors of mouse ROR gamma transcriptional activity; actives 5.4% (n = 310,000); Potency, µM (highest dose often 53.6 µM), for the others: at the highest dose activity change, negative = inhibition, hits mostly inhibitors; Drosophila S2 Gal4-RORgamma UAS-luciferase reporter, 20 h; note: potency is the fitted concentration of half-maximal effect; % is set by controls: 0 for no effect and ±100 for the full control effect; nearly all actives have a fitted effect of over 60% in size
# Target sequence (P51450 whole entry, looked up, the tested form may be a part): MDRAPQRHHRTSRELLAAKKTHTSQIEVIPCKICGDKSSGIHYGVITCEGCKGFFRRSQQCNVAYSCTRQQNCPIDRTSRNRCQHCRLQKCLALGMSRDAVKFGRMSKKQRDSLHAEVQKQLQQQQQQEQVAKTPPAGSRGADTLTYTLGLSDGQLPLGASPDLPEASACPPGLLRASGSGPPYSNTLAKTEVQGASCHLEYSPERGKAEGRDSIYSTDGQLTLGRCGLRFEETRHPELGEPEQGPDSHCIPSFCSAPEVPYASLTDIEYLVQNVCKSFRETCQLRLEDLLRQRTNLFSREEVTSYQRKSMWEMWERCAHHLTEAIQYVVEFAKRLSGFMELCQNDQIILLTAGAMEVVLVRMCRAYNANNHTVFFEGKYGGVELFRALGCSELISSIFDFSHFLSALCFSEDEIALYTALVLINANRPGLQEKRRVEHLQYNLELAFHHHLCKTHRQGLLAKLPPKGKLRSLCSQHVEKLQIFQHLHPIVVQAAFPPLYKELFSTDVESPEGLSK
#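 Drosophila S2 cells stably expressing Gal4-DBD/mouse RORγ fusion under metallothionein promoter plus UAS-luciferase; compound 1 h, then 700 uM CuSO4 induction for 20 h at ambient temperature; inhibition read as reduced luminescence.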
# ELG1 genotoxic = induces genotoxicity in HEK293T cells with luciferase-tagged ELG1; HEK293T ELG1-luciferase reporter, luminescence, 16 h; Potency, µM (series often up to 46 µM), without a hit: top-dose activity change, positive = activation, actives largely listed as activators; actives 1.3% (n = 330,000); AID 504466; note: potency is the fitted concentration of half-maximal effect; % of control where 0% means no effect; nearly all actives have a fitted effect of over 60% in size
#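 After overnight (16 hr) compound treatment at 37 °C, ELG1-luciferase HEK293T cells were lysed with ONE-Glo; luminescence quantified 30 min later at room temperature.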
# NPC1 prom act = activators of NPC1 promoter. Huh7 NPC1 promoter luciferase reporter, 24 h. Potency, µM (series often up to 9.22 µM), for the others: top-dose activation, usual class: activators. actives 2.4% (n = 320,000). AID 485313;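 note: potency is the fitted concentration of half-maximal effect; % of control where 0% means no effect; nearly all actives have a fitted effect of over 60% in size; reporter is driven by a mutant NPC1 promoter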
#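 Compounds in DMSO were transferred onto Huh7 NPC1-luciferase reporter cells pre-incubated 2 h; after 24 h at 37 °C, Amplite reagent was dispensed and luminescence recorded 10 min later.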
# FLuc modulator = inhibits or activates purified firefly luciferase, miR-21 counter-screen | purified FLuc, Km substrates, luminescence inhibition | Potency, µM (titrated, usually from 57.5 µM), without a hit: at the highest dose activity change, negative = inhibition, actives largely listed as inhibitors | actives 6.9% (n = 360,000) | AID 588342;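 note: potency is the fitted concentration of half-maximal effect; plate controls were vehicle for no effect and reference inhibitor for full effect; nearly all actives have a fitted effect of over 55% in size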
#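 Purified P. pyralis luciferase (10nM final) with 10uM D-luciferin and 10uM ATP (Km levels) in 50mM Tris acetate pH 7.5, 10mM Mg acetate, 0.01% Tween-20, 0.05% BSA; qHTS 6-point titration, ~60 µM downward; luminescence read.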
# Gal4-VP16 FLuc = counter-screen for ROR gamma inhibitors: Gal4-VP16 reporter; Drosophila S2 Gal4-VP16 UAS-luciferase, luminescence, 20 h; Potency, µM (doses to about 53.6 µM), for the others: top-dose activity, negative = inhibition, actives largely listed as inhibitors; actives 3.5% (n = 310,000); AID 2546;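 note: Gal4-VP16 expression switched on by copper sulfate through the metallothionein promoter; potency is the fitted concentration of half-maximal effect; % is set by controls: 0 for no effect and ±100 for the full control effect; nearly all actives have a fitted effect of over 50% in size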
# Tb PFK inh = T. brucei PFK enzyme inhibition; Potency, µM (series often up to 57.5 µM), for inactives: at the top dose activity, negative = inhibition, actives largely listed as inhibitors; T. brucei PFK, ADP-Glo luminescence; AID 485367; actives 0.17% (n = 330,000);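 note: potency is the fitted concentration of half-maximal effect; 0% = uninhibited 1x PFK enzyme wells and -100% = no-enzyme wells; nearly all actives have a fitted effect of over 60% in size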
# Target sequence (O15648 whole entry, looked up): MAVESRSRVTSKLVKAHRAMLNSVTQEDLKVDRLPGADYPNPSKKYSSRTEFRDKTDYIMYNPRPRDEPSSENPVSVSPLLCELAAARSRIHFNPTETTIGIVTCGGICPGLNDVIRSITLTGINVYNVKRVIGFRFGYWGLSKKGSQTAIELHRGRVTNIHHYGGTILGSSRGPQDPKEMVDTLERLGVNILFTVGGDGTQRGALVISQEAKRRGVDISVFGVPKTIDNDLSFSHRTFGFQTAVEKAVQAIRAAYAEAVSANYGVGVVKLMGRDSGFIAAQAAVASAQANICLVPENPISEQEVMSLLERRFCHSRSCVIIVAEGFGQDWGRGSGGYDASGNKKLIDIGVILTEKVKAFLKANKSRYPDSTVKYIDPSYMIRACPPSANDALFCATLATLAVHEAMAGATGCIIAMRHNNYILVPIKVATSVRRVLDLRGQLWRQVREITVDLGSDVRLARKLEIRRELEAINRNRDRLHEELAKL
#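 1.25 nM PFK with 0.5 mM F6P and 0.1 mM ATP in 0.1 M TEA pH 8.0, 5 mM MgCl2, incubated 45 min at room temperature; ADP measured by ADP-Glo luminescence; compounds titrated up to 57 uM.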
# BRCA1 expr act = activators of BRCA1 expression. actives 1.1% (n = 380,000). AID 624202. MCF7-BRCA1-FFLuc reporter, luminescence, 48 h; response scale: scaled: vehicle 0%, 10 µM genistein 100%. Potency, µM (top dose mostly 46.1 µM), without a hit: at the top dose activation, actives largely listed as activators; note: potency is the fitted concentration of half-maximal effect; nearly all actives have a fitted effect of over 80% in size; some results filed as inactive show a strong effect at the top dose
#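 Cells: MCF7-BRCA1-FFLuc, 2000/well. Exposure: 48 h, 37 °C, 5% CO2. Read: luminescence, 15 min post-substrate. Controls: genistein 10 microM (maximal activation), DMSO (neutral).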
# Rab9 promoter act = Rab9 promoter activation. Huh7 Rab9 promoter-luciferase reporter, luminescence, 24 h. Potency, µM (doses to about 9.22 µM), without a hit: at the top dose activation, negative = inhibition, actives largely listed as activators. actives 2.8% (n = 320,000). AID 485297; note: potency is the fitted concentration of half-maximal effect; % of control where 0% means no effect; nearly all actives have a fitted effect of over 60% in size
#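 Quantitative HTS format; Huh7 Rab9-luciferase reporter cells (1500/well) receive compound 2 h post-plating, incubate 24 h at 37 °C, then get luciferase reagent for 10 min before luminescence reading.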
# An asterisk follows results filed as active; ? = inconclusive; . = not tested or not shown; [ ] = dose if it differs, or a comment. Unless noted, calls come from the whole dose curve; as a rule, active = well fitted curve in the direction sought with a large enough effect; inconclusive = small, poorly fitted or top-dose-only effect, or another doubt; inactive = no such curve, though single readings can be large; an effect the other way counts as inactive or inconclusive.
# Sample of the layout:
1) O=C(Oc1cc(=O)oc2c1c(=O)n1c3c(cccc23)CC1)c1ccc(F)cc1
2) O=c1oc2c(O)cccc2cc1-c1nc2ccccc2[nH]1
3) COc1ccc(NC(=O)CSc2nccn2-c2cccc(OC)c2)cc1
4) O=C(O)c1csc(-c2ccc(Cl)cc2)n1
5) CCc1nnc(NC(=O)CN2CCN(Cc3cccc(F)c3)CC2)s1
screen / no.	1	2	3	4	5
p53 reactivation	0%	?	6%	-1%	-3%
ELG1 DNA repair	-8%	?	-11%	5%	5%
TRPV1 ag	3	85*	29	1	7
RORgamma inh	-22%	?	-1%	4%	10%
ELG1 genotoxic	-1%	?	0%	1%	13%
NPC1 prom act	-2%	0.56µM*	-4%	3%	-4%
FLuc modulator	1%	0.67µM*	?	-20%	0%
Gal4-VP16 FLuc	0%	?	5%	-2%	4%
Tb PFK inh	1%	-3%	-1%	1%	0%
BRCA1 expr act	12%	2%	-3%	-2%	-2%
Rab9 promoter act	-6%	0.79µM*	-8%	1%	-1%

# The list itself, from the first entry:
1) O=C(Oc1cc(=O)oc2c1c(=O)n1c3c(cccc23)CC1)c1ccc(F)cc1
2) O=c1oc2c(O)cccc2cc1-c1nc2ccccc2[nH]1
3) COc1ccc(NC(=O)CSc2nccn2-c2cccc(OC)c2)cc1
4) O=C(O)c1csc(-c2ccc(Cl)cc2)n1
5) CCc1nnc(NC(=O)CN2CCN(Cc3cccc(F)c3)CC2)s1
6) CCNS(=O)(=O)c1ccc(NC(=O)Nc2cccc(OC)c2)cc1
7) CC(=O)Nc1ccc(S(=O)(=O)NC(C)C(=O)NC(C)c2ccccc2)cc1 (configuration not stated)
8) CS(=O)(=O)Nc1cccc(-c2cn3ccccc3n2)c1
screen / no.	1	2	3	4	5	6	7	8
p53 reactivation	0%	?	6%	-1%	-3%	0%	1%	7%
ELG1 DNA repair	-8%	?	-11%	5%	5%	17%	-2%	15%
TRPV1 ag	3	85*	29	1	7	3	2	0
RORgamma inh	-22%	?	-1%	4%	10%	?	-8%	0%
ELG1 genotoxic	-1%	?	0%	1%	13%	8%	-4%	24%
NPC1 prom act	-2%	0.56µM*	-4%	3%	-4%	7%	0%	19%
FLuc modulator	1%	0.67µM*	?	-20%	0%	?	3%	24µM*
Gal4-VP16 FLuc	0%	?	5%	-2%	4%	-5%	9%	-7%
Tb PFK inh	1%	-3%	-1%	1%	0%	10%	-10%	1%
BRCA1 expr act	12%	2%	-3%	-2%	-2%	23%	2%	?
Rab9 promoter act	-6%	0.79µM*	-8%	1%	-1%	10%	3%	24%

9) O=C(CCc1nnc2ccc(N3CCOCC3)nn12)Nc1ccc(F)cc1F
10) COc1ccc(C2C(C#N)=C(N)Oc3cc(O)ccc32)cc1OC (configuration not stated)
11) Cc1cc(C)c(S(C)(=O)=O)c(NN)n1
12) COc1cc(/C=C/C(=O)OCC(=O)c2c(N)n(C)c(=O)n(C)c2=O)ccc1OCC#N
13) COc1cc(C2Nc3ccccc3C(=O)N2c2ccc3c(c2)OCCO3)ccc1OCC(C)C (configuration not stated)
14) CN1CCN(S(=O)(=O)c2ccc(-c3ccccc3)cc2)CC1
15) Cc1ccccc1C(=O)OCCN1CCOCC1
16) NC(=O)c1ccsc1NC(=O)CCS(=O)(=O)c1ccc(F)cc1
screen / no.	9	10	11	12	13	14	15	16
p53 reactivation	2%	-16%	1%	-7%	?	5%	25%	24%
ELG1 DNA repair	-4%	?	?	-4%	?	0%	?	-14%
TRPV1 ag	0	-5	2	-4	-3	12	0	0
RORgamma inh	-2%	-20%	2µM*	32%	?	-10%	15%	.
ELG1 genotoxic	0%[9.26 µM]	8%	5%	3%	1.8µM*	-1%	9%	-5%
NPC1 prom act	-1%	3%	0%	-2%	1µM*	-2%	-3%	0%
FLuc modulator	0%	-3%	-4%	1%	15µM*	-2%	0%	3%
Gal4-VP16 FLuc	-17%	0%	-22%	-4%	-18%	-4%	-8%	.
Tb PFK inh	4%	0%	1%	1%	-7%	-1%	-6%	-1%
BRCA1 expr act	-6%	-22%	-1%	-33%	-45%	0%	32%	-44%
Rab9 promoter act	4%	-2%	-2%	-1%	0.56µM*	-3%	1%	-5%

# Next section.
# Results follow in this order: p53 reactivation	ELG1 DNA repair	TRPV1 ag	RORgamma inh	ELG1 genotoxic	NPC1 prom act	FLuc modulator	Gal4-VP16 FLuc	Tb PFK inh	BRCA1 expr act	Rab9 promoter act
17) CC(C)C(=O)Nc1nnc(-c2ccccc2)o1
→ 12%	?	.	?	4%	0%	-10%	?	5%	0%	3%
18) CC/C(=N\NC(=S)Nc1cc(C)ccc1C)c1ccc(OC(F)F)cc1
→ 2%	?	-1	?	-3%	1%	5%	-100%	5%	-55%	2%
19) Cc1onc(-c2ccccc2)c1C(=O)NCCc1c[nH]c2ccccc12
→ -6%	-11%	5	19%	-1%	2%	-2%	1%	0%	6%	0%
20) CCC(Oc1ccc(C)cc1)C(=O)Nc1ccc2c(c1)n(C)c(=O)n2C (configuration not stated)
→ .	1%	10	34%	7%	-3%	-2%	15%	2%	-15%	-4%
21) C=C(C)CN(CC)C(=O)CCc1nnc(CCc2c[nH]c3ccccc23)o1
→ 3%	7%	5	35%	3%	5%	0%	28%	0%	1%	1%
22) CC(C)CC(C(=O)O)N1C(=O)C2C3C=CC(C2C1=O)C1C(=O)N(C(CC(C)C)C(=O)O)C(=O)C31 (configuration not stated)
→ 4%	0%	2	-12%	2%	-2%	0%	-2%	-3%	-2%	0%
23) COc1ccc(NC(=O)c2sc3nc(C)nc(N4CCOCC4)c3c2C)c(OC)c1
→ -2%	8%	5	3%	-9%	-3%	-1%	-2%	6%	-4%	-1%
24) Cc1cccc(N2CCN(C(=O)CCS(=O)(=O)c3ccc4c(c3)NC(=O)CO4)CC2)c1C
→ 9%	-15%	?	10%	-8%	-8%	4%	2%	1%	-5%	-12%
25) Cc1ccc(C(=O)NC(Cc2c[nH]c3ccccc23)C(=O)O)o1 (configuration not stated)
→ 8%	-3%	-1	1%[0.365 µM]	-4%	-4%	4%	.	-2%	5%	-5%
26) COc1ccc(/C=C/C(=O)NC(=S)NCC2CCCO2)cc1 (configuration not stated)
→ 4%	-17%	-2	1µM*	-13%	1%	-1%	-3%	-2%	-41%	0%

# Results in sequence from the list.
# Compounds 17–26 in p53 reactivation: 12%, 2%, -6%, ., 3%, 4%, -2%, 9%, 8%, 4%
# Compounds 17–26 in BRCA1 expr act: 0%, -55%, 6%, -15%, 1%, -2%, -4%, -5%, 5%, -41%

# The results go on.
# Results follow in this order: p53 reactivation	ELG1 DNA repair	TRPV1 ag	RORgamma inh	ELG1 genotoxic	NPC1 prom act	FLuc modulator	Gal4-VP16 FLuc	Tb PFK inh	BRCA1 expr act	Rab9 promoter act
27) S=c1[nH]nc(Cc2ccccc2)n1-c1cccc2ccccc12
→ 3%	-9%	-1	4µM*	2%	0%	-22%	?	-5%	-4%	-9%
28) O=S(=O)(N/N=C/c1ccc(N2CCOCC2)cc1)c1ccccc1
→ 0%	-28%	2	24%	-10%	-2%	?	-8%	-3%	-6%	0%
29) Cc1ccc[n+](CC(=O)c2ccc(Cl)cc2)c1
→ .	-1%	2	9%	-2%	3%	-3%	-4%	4%	-2%	-4%
30) Cc1ccc(C(=O)NCC(=O)Nc2ccc(S(=O)(=O)Nc3cc(C)nc(C)n3)cc2)cc1
→ 1%	2%	.	.	2%	.	.	.	-4%	2%	.
31) CCOC(=O)c1c(NC(=O)c2c(-c3ccccc3)noc2C)sc(C)c1-c1ccccc1
→ 8%	13%	5	0%	-9%	-11%	-1%	1%	2%	-16%	21%
32) COc1cc(/C=C2\SC(=O)NC2=O)ccc1OCc1ccc(Cl)nc1
→ 3%	14%	2	40%	7%	2%	?	21%	0%	51%	-1%[1.84 µM]
33) Cc1c(CBr)[n+](=O)c2c(n1[O-])C(Br)CCC2Br (configuration not stated)
→ 4%	0%	-5	-1%	3%	-1%	-19%	-5%	?	-4%	9%
34) O=C1CC(=O)N(c2ccccc2)N1c1ccccc1
→ 2%	0%	-2	-10%	-1%	1%	-1%	-5%	8%	-6%	-2%
35) Nc1c(C(=O)Nc2nc3ccccc3s2)sc2nc(-c3cccs3)ccc12
→ -43%[inhibitor]	?	-2	18%	?	?	2.4µM*	-19%	-2%	-111%[inhibitor]	?

# This is a random part of the collection; overall some 15% were active at least once.
